PRMT1 inh: PRMT1 methyltransferase inhibitors, primary screen, biochemical, fluorescence polarization. inhibition, % at 2.79 µM. recombinant PRMT1, activity-based probe fluorescence polarization. 370,000 tested, 1.3% active. Protein arginine N-methyltransferase 1 (Homo sapiens), Q99873;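 active = inhibition above about 21% made by adding two undisclosed values, limit read from the data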
SIAE primary: human SIAE inhibitors, primary screen, biochemical, fluorescence polarization, FP-Rh probe, 1536-well HTS; inhibition, % at 9.66 µM; SIAE FP-Rh probe binding; Sialate O-acetylesterase (Homo sapiens), Q9HAT2; 370,000 tested, 0.69% active;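 active = inhibition above a cutoff: mean of compounds within the control limits plus 3 SD of those, cut at about 17% in these data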;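 note: 0% = plate median of compound wells and 100% = probe without SIAE protein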
TCR CD3 inh: inhibitors of human TCR-CD3 interaction, primary screen, biochemical, fluorescence, TAMRA-labeled TCR probe; T-cell receptor (TCR); AID 651800, 2012; inhibition, % at 9.4 µM; 360,000 tested, 0.37% active; in the data active = inhibition above about 19%;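 note: recombinant mutant TCR 2C K166C tagged with TAMRA read by polarization; 0% = receptor in buffer alone and 100% = receptor with positive control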
PG9 Ab binder: binders of HIV-1 gp120 antibody PG9, primary screen, biochemical, TR-FRET | HIV-1 gp120 / PG9 antibody interaction | TR-FRET gp120-PG9 antibody binding | inhibition, % at 6.7 µM | 360,000 tested, 0.43% active; in the data active = inhibition above about 8.5%
UHRF1 MBD2 ctr: UHRF1 methylated DNA binding inhibitors, primary screen, counter-screen for MBD2 inhibitor project, biochemical, TR-FRET, human UHRF1, single concentration; E3 ubiquitin-protein ligase UHRF1 (Homo sapiens), Q96T88; UHRF1 binding to methylated oligo; inhibition, % at 4.4 µM; 370,000 tested, 0.75% active; AID 687016, 2013; in the data active = inhibition above about 21%;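 note: UHRF1 SRA domain binding a hemimethylated CpG hairpin DNA probe; 0% = median of test compound wells and 100% = reference inhibitor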
LEDGF integ inh: blockers of LEDGF/p75-dependent integrase strand transfer – biochemical, TR-FRET, high throughput, primary screen; TR-FRET IN-LEDGF/p75 DNA integration, Eu/Cy5; inhibition, % at 3.7 µM; AID 743269, 2014; 370,000 tested, 0.64% active; HIV-1 integrase (with human LEDGF/p75);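 active = inhibition above the screen-wide mean plus 3 SD, cut at about 13% in these data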;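 note: signal is the Cy5 over europium emission ratio at 671 and 618 nm; 0% = plate median of compound wells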
TDP2 inh: human TDP2 enzyme inhibitors, primary screen, biochemical, epi absorbance, recombinant enzyme | Tyrosyl-DNA phosphodiesterase 2 (Homo sapiens), O95551 | T5PNP hydrolysis, p-nitrophenol absorbance 415 nm | inhibition, % at 12.8 µM | 370,000 tested, 0.34% active | AID 720702, 2013;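 active = inhibition above the mean of all tested compounds plus 3 SD, set per campaign, cut at about 25% in these data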;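 note: 0% = DMSO with enzyme and 100% = buffer with substrate but no TDP2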
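test system = human TDP2 enzyme | input = TDP2 enzyme at 120 nM final | medium = 50 mM Tris-HCl pH 7.5 with Mg2+, KCl, DTT, BSA | also added = T5PNP substrate, 5 mM | times = 2 h at 37 °C | technique = epi absorbance | benchmarks = high control without enzyme, low control DMSO plus TDP2 | replication = each compound tested once, singlicate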
ABHD4 inh: ABHD4 inhibitors, primary screen, biochemical, fluorescence polarization, mouse; (Lyso)-N-acylphosphatidylethanolamine lipase (Mus musculus), Q8VD66; purified mABHD4, FP-Rh probe fluorescence polarization; inhibition, % at 8.92 µM; 370,000 tested, 0.54% active; AID 720543, 2013;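 active = inhibition exceeding the mean over every tested compound plus 3 SD, cut at about 30% in these data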;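 note: 0% = plate median of compound wells and 100% = S159A mutant with DMSO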
Target sequence (Q8VD66 whole entry, looked up): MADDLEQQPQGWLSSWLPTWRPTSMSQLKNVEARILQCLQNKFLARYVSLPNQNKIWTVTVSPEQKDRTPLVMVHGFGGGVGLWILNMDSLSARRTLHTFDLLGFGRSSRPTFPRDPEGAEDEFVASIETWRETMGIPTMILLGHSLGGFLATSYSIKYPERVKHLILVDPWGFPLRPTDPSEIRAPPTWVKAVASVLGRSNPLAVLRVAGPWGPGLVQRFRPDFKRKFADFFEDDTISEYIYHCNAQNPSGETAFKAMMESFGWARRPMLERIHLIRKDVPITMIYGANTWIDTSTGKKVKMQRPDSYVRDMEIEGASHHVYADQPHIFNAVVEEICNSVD
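assay system = mABHD4 protein | compound dosing = single nominal dose of 8.92 µM, 0.89% DMSO final | read-out basis = percent inhibition of probe binding, normalized to plate controls | schedule = Enzyme–compound pre-incubation 45 min, then probe 60 min, both 25 °C | detection = fluorescence polarization, excitation 525 nm, emission 598 nm, BODIPY TMR filters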
DDE Tn7 FP inh: inhibitors of Tn7 peptide binding to fibrin DD(E), primary screen, biochemical, fluorescence polarization, human fibrin, Tn7 probe; inhibition, % at 8.3 µM; Fibrinogen beta chain (Homo sapiens), P02675; 370,000 tested, 0.13% active; FP displacement of FITC-Tn7 peptide from fibrin DD(E); 0% = median of compound wells per plate;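 active = inhibition above the mean of compounds falling within the control limits plus 3 SD of them, cut at about 14% in these data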;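 note: 0% = plate median of compound wells and 100% = 10 µM Aha-Tn7 peptide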
Target sequence (P02675 whole entry, looked up): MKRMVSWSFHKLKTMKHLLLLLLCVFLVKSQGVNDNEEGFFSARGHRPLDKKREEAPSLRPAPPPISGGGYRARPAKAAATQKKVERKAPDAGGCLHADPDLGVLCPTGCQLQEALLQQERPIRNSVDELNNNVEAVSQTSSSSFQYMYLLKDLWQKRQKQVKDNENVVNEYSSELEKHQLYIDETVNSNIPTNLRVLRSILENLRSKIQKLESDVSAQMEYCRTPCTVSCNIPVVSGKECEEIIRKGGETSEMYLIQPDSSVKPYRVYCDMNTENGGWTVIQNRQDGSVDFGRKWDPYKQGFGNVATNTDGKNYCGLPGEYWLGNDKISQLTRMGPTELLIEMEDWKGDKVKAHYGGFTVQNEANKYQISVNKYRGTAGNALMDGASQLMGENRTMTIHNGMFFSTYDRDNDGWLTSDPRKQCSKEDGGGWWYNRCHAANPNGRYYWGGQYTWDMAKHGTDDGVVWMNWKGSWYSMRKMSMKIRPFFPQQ
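Assay system: Human fibrin DD(E) protein | Medium: Tris buffer with calcium and detergent, pH 7.8 | Reagent: 0.1 µM fluorescent Tn7 | Compound dosing: Single point at 8.3 µM | Times: 10 min preincubation, 3 h with tracer, room temperature | Detection: Fluorescence polarization of the labelled Tn7 tracer | Controls: Aha-Tn7 high control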
HTRA1 inh: HTRA1 serine protease inhibitors, primary screen, biochemical, fluorescence polarization, HTS. recombinant HTRA1, FP-rhodamine activity-based probe. Q92743. inhibition, % at 5.96 µM. 340,000 tested, 0.5% active. AID 504803, 2011; in the data active = inhibition above about 36%;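 note: 0% = enzyme with DMSO and 100% = wells lacking enzyme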
Starred values were filed as active, the others as inactive; nt = not tested or not shown.

SMILES	PRMT1 inh	SIAE primary	TCR CD3 inh	PG9 Ab binder	UHRF1 MBD2 ctr	LEDGF integ inh	TDP2 inh	ABHD4 inh	DDE Tn7 FP inh	HTRA1 inh
Cc1cc(C)cc(COn2ccnc2)c1	0.1	1.0	-0.3	1.0	-0.6	0.9	-1.0	-2.3	-2.1	2.8
O=C(c1ccc2c(c1)OCCO2)N1CCCC(CNS(=O)(=O)c2cccs2)C1 (stereo not given)	-0.5	8.4	6.4	-2.1	0.8	1.0	14.0	-0.8	-5.9	-22.1
CC1(c2ccccc2)NC(=O)N(CC(=O)N(c2ccccc2)C2CCS(=O)(=O)C2)C1=O (stereo not given)	-1.4	-2.7	0.2	0.3	-0.5	4.9	-0.3	-4.0	-0.7	-2.8
O=C(Nc1cc([N+](=O)[O-])ccc1O)c1cccc(C(=O)Nc2cc([N+](=O)[O-])ccc2O)c1	-5.8	-6.8	7.4	-5.1	-2.6	2.0	0.1	10.4	-0.7	3.0
COc1cc(NC(=O)c2ccc(C)cc2C)ccc1NC(=O)c1cc2ccccc2o1	3.0	1.2	-1.6	2.2	-0.5	3.0	1.1	3.7	-7.1	10.9
CCOCCC(=O)Nc1ccc2c(c1)c(=O)n(C)n2CC=C(C)C	2.2	3.0	7.4	0.5	-1.1	0.6	5.5	-1.3	-2.7	nt
CN1[C@H](Cc2ccccc2)COc2cccc(N3CCSCC3)c2S1(=O)=O	6.5	-5.8	nt	nt	6.5	4.4	7.8	-1.1	-8.5	nt
COc1cc(/C=C(/C#N)C(=O)Nc2cc(C(F)(F)F)ccc2Cl)ccc1OCC(=O)Nc1cccc(C(F)(F)F)c1	2.5	-71.2	1.2	4.3	-0.6	0.7	3.9	0.7	4.8	-24.4
Cc1cc(NC(=O)CSCC(=O)N(C)Cc2ccc(Cl)c(Cl)c2)no1	-1.5	4.5	-2.1	-0.4	3.0	-1.3	-0.1	-6.2	-4.1	-0.7
Cc1cccc(C)c1Nc1nnc(SCC(=O)NCc2ccco2)s1	-0.7	4.2	2.4	-0.1	-2.1	-0.1	7.3	-0.9	5.5	1.9
CC(C(=O)O)N1C(=O)c2cccc3cccc1c23 (stereo not given)	-1.9	-0.3	-0.1	1.5	2.5	3.1	-18.9	3.0	-2.0	-2.0
COc1ccc(C2=NN(C(=O)CCC(=O)O)C(c3ccc([N+](=O)[O-])cc3)C2)cc1 (stereo not given)	0.4	0.0	8.2	-0.9	5.7	5.6	-4.0	2.0	-6.5	8.1
CCc1c(C2CC2)ncn1Cc1cccc(-c2ccccc2)c1	-6.2	2.9	-3.2	-1.1	-2.0	3.5	-4.2	21.3	-2.5	nt
Cc1ccc(S(=O)(=O)NC2CCCCCCC2)cc1	-0.1	-3.4	3.9	-1.8	-1.2	-2.8	5.2	-2.1	-0.1	-11.1
C[C@@H]1C=C(C(=O)NCc2ccccc2)O[C@H](OCc2ccc(CO)cc2)C1	7.4	1.6	4.9	-2.1	22.1*	16.4*	23.2	0.6	1.0	-2.7
CCOc1ccc(-n2cccc2C=O)cc1	-0.7	-1.0	0.2	-1.0	8.2	1.6	-6.1	3.2	-0.1	0.3
COc1ccccc1CNC(=O)CCNC(=O)Cn1cnc2ccccc2c1=O	-0.6	-4.5	2.9	-0.5	0.6	0.7	-8.2	-2.7	-2.7	-4.1
COc1ccccc1N(C)S(=O)(=O)c1ccc(C(=O)OCC(=O)NCCC2=CCCCC2)cc1	-4.0	2.2	-3.0	0.3	0.4	-3.8	2.5	3.5	-5.2	-30.1
CN1C(=O)C(CC(=O)Nc2ccc(F)cc2)N(NC(=O)c2cccc(F)c2)C1=S (stereo not given)	-1.1	-3.8	5.5	-0.5	0.6	3.0	0.3	2.8	-1.4	-8.3
CCOc1ccc2nc(NC(=O)CS(=O)(=O)c3ccc(C)cc3)sc2c1	3.4	-2.4	-6.8	1.8	0.8	0.2	-4.0	-8.2	-6.7	-16.7

Grouped by structure, those above with a nitro group on carbon.
SMILES	PRMT1 inh	SIAE primary	TCR CD3 inh	PG9 Ab binder	UHRF1 MBD2 ctr	LEDGF integ inh	TDP2 inh	ABHD4 inh	DDE Tn7 FP inh	HTRA1 inh
O=C(Nc1cc([N+](=O)[O-])ccc1O)c1cccc(C(=O)Nc2cc([N+](=O)[O-])ccc2O)c1	-5.8	-6.8	7.4	-5.1	-2.6	2.0	0.1	10.4	-0.7	3.0
COc1ccc(C2=NN(C(=O)CCC(=O)O)C(c3ccc([N+](=O)[O-])cc3)C2)cc1 (stereo not given)	0.4	0.0	8.2	-0.9	5.7	5.6	-4.0	2.0	-6.5	8.1

(continued)
SMILES	PRMT1 inh	SIAE primary	TCR CD3 inh	PG9 Ab binder	UHRF1 MBD2 ctr	LEDGF integ inh	TDP2 inh	ABHD4 inh	DDE Tn7 FP inh	HTRA1 inh
O=C(CN1CCOc2ccccc21)NCc1ccco1	1.0	7.4	2.3	-0.3	-3.2	0.4	-3.8	1.3	-4.0	1.1
CCOc1ncccc1C(=O)OCC(=O)Nc1ccc(S(=O)(=O)N2CCCC2)cc1	0.8	5.7	-5.9	-0.1	-1.9	-4.0	1.2	2.8	3.0	0.9
CSCCOC(=O)C1=C(C)NC(=O)NC1c1ccc2c(c1)OCO2 (stereo not given)	-3.0	0.1	1.2	-1.4	-1.4	-0.8	18.8	2.1	4.2	1.8
CCn1nc(C)c(CN2CCC(C(=O)Nc3cccc(-c4cccc(Cl)c4)c3)CC2)c1C	2.5	-9.7	-1.5	-0.7	1.4	0.7	-2.0	-4.3	4.7	1.4
CC1CCN(Cc2nnnn2CCCC(=O)N(C)C(C)c2ccccn2)CC1 (stereo not given)	0.3	1.8	4.0	-0.4	-0.9	-0.6	10.8	-4.5	-2.1	-0.4
COc1ccc(N(CC(=O)NC2CCCC2)C(=O)c2ccc(N3CCCCC3)nc2)cc1	-3.8	6.3	-0.1	1.3	-1.4	0.9	-3.1	-7.9	5.7	4.5
CC(C(=O)N(C)CC(=O)Nc1ccccc1C(F)(F)F)N1C(=O)c2ccccc2C1=O (stereo not given)	0.1	-4.5	-7.4	2.5	0.9	-6.9	9.7	6.4	-0.1	-3.5
CCN(CC)CCN(C(=O)/C=C/c1cccs1)c1nc2ccc(C)cc2s1	-0.3	-4.5	-1.3	0.9	2.2	1.5	1.2	6.3	-1.8	-17.5
CCC(C)N1CC(=O)N2Cc3[nH]c4ccccc4c3C[C@H]2C1=O (stereo not given in full)	-2.0	3.6	3.5	-0.4	-0.8	4.2	-20.5	-4.9	-0.7	0.4
Fc1ccccc1-c1nc2ccccc2[nH]1	-0.6	1.2	1.5	1.5	-1.0	-0.1	-3.6	-1.5	1.3	-0.7
Nn1c(SCC(=O)Nc2cc(C(F)(F)F)ccc2Cl)nnc1-c1n[nH]c2c1CCC2	-2.8	4.0	nt	nt	-1.5	0.0	6.9	-1.9	-6.6	nt
COc1ccc(/C=N/NC(=O)CSc2ccccc2)cc1OC	-1.6	-6.3	-2.3	1.3	6.1	0.9	-18.7	1.9	-4.3	4.2
O=C(O)C1CCN(C(=O)c2csc(-c3ccc4c(c3)CCO4)n2)CC1	1.5	1.9	-1.3	-1.9	-0.2	2.4	-5.0	-1.2	-7.6	1.3
COc1cc(C2c3c([nH]c(=O)[nH]c3=O)Nc3ccc4ccccc4c32)ccc1O (stereo not given)	-1.4	30.5*	4.1	-2.4	-3.6	7.3	3.7	14.9	-0.8	8.4
Cc1ccc(/C=C2\SC(N)=NC2=O)s1	-6.3	-1.6	2.1	-6.9	-14.0	0.6	-8.9	0.8	2.1	-2.2
CC(C)(C)C(=O)COC(=O)c1cccc(NC(=O)c2ccco2)c1	-4.4	-1.3	9.0	2.0	-1.5	3.0	10.9	-6.0	1.4	-8.0
C/C(Cn1nnc2ccccc21)=N\OC(=O)c1ccccc1C	-0.5	5.9	7.0	0.6	0.2	-0.3	4.2	2.6	0.6	3.5
C(#CC1=CCCCC1)CNCc1ccccc1	2.3	4.9	nt	nt	1.2	-1.2	-0.8	6.7	1.3	nt
O=C(CCc1nc2ccccc2c(=O)[nH]1)N1CCN(C/C=C/c2ccccc2)CC1	1.0	-5.1	6.8	0.6	4.3	0.3	1.7	0.8	-2.8	-2.8
CCOC(=O)C1=NNC(C(=O)c2ccc(Cl)cc2)C1c1ccccc1 (stereo not given)	3.0	-6.0	2.2	-2.2	-0.1	-1.2	-8.2	-9.8	0.5	-16.2
O=C(CC1C(=O)Nc2ccccc2N1CC(=O)N1CCCC1)Nc1ccc(Br)cc1 (stereo not given)	1.7	-0.3	1.0	1.5	-2.8	5.3	6.4	1.8	-3.3	-2.6
O=C1COc2ccc(C(=O)COC(=O)CCSc3ccccc3)cc2N1	5.8	-6.4	-8.6	0.0	3.8	-2.9	-2.0	-7.1	2.9	-9.8
CCCCCNC(=O)C1CCC(Cn2c(=S)[nH]c3ccccc3c2=O)CC1 (stereo not given)	-8.2	12.3	5.8	0.5	-0.7	2.2	11.3	-0.6	1.4	2.4
CCCCOc1nc(N2CCOCC2)nc(C)c1[N+](=O)[O-]	2.7	13.9	8.4	-0.5	-2.1	-3.1	2.9	2.5	1.4	1.3
CCCCn1nc2cc(C(=O)NC3CCc4ccccc43)ccc2c1OCC (stereo not given)	0.2	3.2	-6.7	-0.6	1.8	-0.3	-0.4	-1.6	2.0	-14.9
Cc1cc(C)cc(N(CC(=O)Nc2ccc(-c3nc4ccc(C)cc4s3)cc2)S(C)(=O)=O)c1	1.3	-4.5	49.0*	1.1	0.9	-1.1	5.8	-9.8	2.7	-25.3
O=C1OC(Nc2nc3ccccc3s2)c2ccccc21 (stereo not given)	0.9	2.3	-2.0	-0.2	1.2	2.1	-2.1	-2.8	2.2	-4.5
NC(=O)Oc1cccc(OC(N)=O)c1	0.1	3.3	6.6	-1.9	-2.5	-0.7	-1.1	-0.6	0.7	-1.5
O=C(Nc1nc2ccccc2s1)c1ccc2c(c1)S(=O)(=O)c1ccccc1C2=O	-0.4	-1.3	2.5	-0.8	-0.5	-0.4	7.4	-3.0	1.5	nt
Cc1cc(F)ccc1S(=O)(=O)Nc1ccccc1C(=O)Nc1ncn[nH]1	3.7	0.6	-3.3	2.1	-0.2	5.0	-1.0	-4.0	2.8	-12.3
